# M1 antagonist: blocks the rat M1 muscarinic receptor response to acetylcholine; P08482; CHO-M1 cells, Fluo-4 calcium, ACh EC80 antagonist mode; active compounds read low; B-score at 10 µM; actives 3.4% (n = 64,000);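 active = calcium fluorescence response, raw or row-and-column corrected B-score, differing from the plate sample mean either way at a set confidence level, mostly lower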
# Target sequence (P08482 whole entry, looked up): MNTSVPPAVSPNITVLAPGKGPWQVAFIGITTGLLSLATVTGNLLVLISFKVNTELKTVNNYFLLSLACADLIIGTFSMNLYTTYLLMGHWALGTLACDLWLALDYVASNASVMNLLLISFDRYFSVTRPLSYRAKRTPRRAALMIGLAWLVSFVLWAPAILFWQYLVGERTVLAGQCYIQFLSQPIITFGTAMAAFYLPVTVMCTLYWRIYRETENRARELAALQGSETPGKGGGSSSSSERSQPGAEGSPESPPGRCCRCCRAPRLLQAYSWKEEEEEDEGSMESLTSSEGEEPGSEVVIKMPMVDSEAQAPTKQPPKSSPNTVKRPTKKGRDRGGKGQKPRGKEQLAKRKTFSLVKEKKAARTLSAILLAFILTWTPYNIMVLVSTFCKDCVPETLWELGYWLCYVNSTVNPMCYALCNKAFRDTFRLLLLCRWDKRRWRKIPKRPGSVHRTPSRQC
# Autofluor 339: intrinsic fluorescence of library compounds, ex339/em460 – biochemical, MLSMR library, data from DPM-DC assay, artefact control, profiling panel. compound autofluorescence, ex339/em460 nm, NADH buffer; active compounds read high; 1 = no-compound wells, NADH background. fluorescence fold increase at 10 µM. actives 5.5% (n = 65,000). AID 709;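 active = at 10 µM, mean starting fluorescence two-fold or more over control wells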;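 also: signal is the first read of a kinetic run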
# E coli RNAP: Escherichia coli RNA polymerase inhibition; P0A8V2; E. coli RNA polymerase, fluorescence transcription assay; inhibition, %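 (tested at 10 µM)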; actives 0.2% (n = 62,000); AID 559; in the data active = inhibition above about 20%;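 also: 0% = enzyme without compound and 100% = no enzyme blank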
# NADH coupling: blocks coupling enzymes of NAD/NADH assays; IC50, µM (series often up to 10 µM), without a hit: at the top dose inhibition; actives 0.02% (n = 65,000); coupled PK/LDH NADH assays, four targets;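 active = single-dose screening hits from any of four coupled enzyme assays that gave an IC50 when retested across doses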;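 also: the DPM-DC format reads NADH fluorescence rather than 340 nm absorbance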
# SF-1 act: activates the human nuclear receptor SF-1 | AID 522 | activation, % at 10 µM | CHO-K1 Gal4-SF-1 LBD luciferase reporter; % increase over DMSO SF-1-specific signal | Q13285 | actives 1.9% (n = 65,000);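 active = activation above the mean activation of all tested compounds plus 3 SD, cut at about 50% in these data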
#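 Assay system: CHO-K1 cells co-transfected with Gal4 DBD–human SF-1 LBD, 5xGal4 luciferase reporter / Input: 4,000 cells per well / Incubation: 20 h compound exposure at 37 °C after 1 h cell settling / Detection: SteadyLite luciferase luminescence / Control set: DMSO negative control and −SF1 background wells / Replication: one test per compound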
# TNAP act mid DEA: activators of human TNAP at intermediate phosphate acceptor; P05186; purified TNAP, CDP-star luminescence, 100 mM DEA, 30 min; active compounds read high; scale: 0 levamisole-inhibited, 1 vehicle-only enzyme; activation factor at 20 µM; 64,000 tested, under 10 active; AID 813;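 active = activation factor of at least 2 at 20 µM, relative to controls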
# tolC growth inh: blocks growth of E. coli BW25113 tolC mutant; OD615; growth inhibition, % at 10 µM (by protocol); AID 573; actives 2.2% (n = 65,000);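 active = growth inhibition at or above a cutoff equal to the mean over every tested compound plus 3 SD, cut at about 60% in these data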;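 also: growth measured after 20 h incubation at 37 °C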
#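 Test system: tolC-deleted E. coli BW25113 | Medium: LB with kanamycin 50 µg/mL | Compound dosing: Single concentration, 10 µM final per compound | Schedule: 37 °C, 20 h exposure | Measured by: OD at 615 nm | Evaluation: Percent growth inhibition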
# RORA act: RORA (human) activation | activation, % at 10 µM | CHO-K1 Gal4-RORA LBD luciferase reporter, luminescence; percent increase over mock-subtracted basal signal | P35398 | AID 560 | actives 1.5% (n = 65,000);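 active = activation above the mean of all tested compounds plus 3 SD, cut at about 49% in these data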;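 also: 0% = DMSO-treated RORA cells and 100% = added signal equal to DMSO minus mock-transfected cells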
# Target sequence (P35398 whole entry, looked up, the tested form may be a part): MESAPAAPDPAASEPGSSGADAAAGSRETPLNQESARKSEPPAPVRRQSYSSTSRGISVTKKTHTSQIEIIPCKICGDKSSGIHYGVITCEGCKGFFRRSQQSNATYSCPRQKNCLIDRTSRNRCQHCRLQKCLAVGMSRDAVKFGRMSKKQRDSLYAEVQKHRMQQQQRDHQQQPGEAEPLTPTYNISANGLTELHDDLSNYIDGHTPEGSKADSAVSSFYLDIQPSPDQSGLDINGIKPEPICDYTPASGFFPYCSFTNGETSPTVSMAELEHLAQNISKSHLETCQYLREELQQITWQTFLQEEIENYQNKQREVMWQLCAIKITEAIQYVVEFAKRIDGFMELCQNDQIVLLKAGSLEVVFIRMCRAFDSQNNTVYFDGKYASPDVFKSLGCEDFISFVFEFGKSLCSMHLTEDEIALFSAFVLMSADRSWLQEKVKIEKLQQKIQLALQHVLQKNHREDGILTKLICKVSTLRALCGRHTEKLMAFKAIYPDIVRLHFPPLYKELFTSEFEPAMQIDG
# M1 ag: activates the M1 muscarinic receptor | B-score at 10 µM | actives 3% (n = 64,000) | AID 626 | CHO-M1 cells, Fluo-4 calcium fluorescence, agonist mode; active compounds read high;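 active = fluorescence rise, raw or as B-score row- and column-corrected plate score, outside the 99.7% band of its plate's samples, either direction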
# * marks the source's active call; other numbers are inactive results; . = no result given; [ ] = another dose, or the depositor's remark.
SMILES,M1 antagonist,Autofluor 339,E coli RNAP,NADH coupling,SF-1 act,TNAP act mid DEA,tolC growth inh,RORA act,M1 ag
CCOn1c(=O)c(-c2ccc(OC)cc2)[n+]([O-])c2ccccc21,-0.89,1.1,5,7%,11,0.9,-3,10,5.2*
Cc1cc(NC(=O)c2ccc(NC(=O)C(C)Oc3ccccc3)cc2)no1 (stereo not drawn),0.0013,1.1,9,7%,26,0.9,-12,25,-0.012
Cc1c(C(=O)N2CCCCC2)sc(N)c1C#N,0.22,1,9,7%,-8,0.9,-9,-16,-0.14
COCCn1nnnc1C(c1cccc(C#N)c1)N1CCCCCC1 (stereo not drawn),0.81,1,13,9%,-2,0.9,1,7,0.064
COc1ccc(-n2c(Cc3cc(=O)[nH]c(=O)[nH]3)nnc2SCC(=O)N2CCCC2)cc1,0.15,1,8,7%,-9,0.8,-27,-13,3.5*
Cc1cccc2cc(C#N)c(SCCN3CCCCC3)nc12,-3.1,1.1,0,4%,22,0.9,.,13,-1.5
Cc1ccc2c(c1)NC(=O)C(CC(=O)Nc1ccc(CN3CCC(C)CC3)cc1)O2 (stereo not drawn),-9.3*,1.1,10,0%,0,1,-11,24,-0.07
Cc1cccc(N2CC(C(=O)O)CC2=O)c1 (stereo not drawn),-0.1,1.1,4,3%,-1,0.9,-11,-7,0.15
Cn1[nH]c(=O)c2ccccc2c1=O,0.23,1.1,8,2%,-9,0.9,-27,-22,-0.29
Cn1c(=O)c2c(ncn2Cc2cc(-c3ccccc3)no2)n(C)c1=O,-0.076,1.1,4,5%,2,0.9,34,-10,-0.96
OC1CCCCC1Sc1nc2ccccc2s1 (stereo not drawn),0.15,1.1,-4,2%,59*,0.9,9,30,-0.06
COC(=O)CC1Oc2ccc(C)cc2NC1=O (stereo not drawn),-1.8,1.1,5,1%,-12,1,-5,6,-0.52
COc1ccc2cc(C(c3nnnn3C(C)(C)C)N3CCSCC3)c(=O)[nH]c2c1 (stereo not drawn),0.31,1.1,4,1%,-8,1,25,-5,-0.32
COc1ccc(-n2c3c(cc(C(=O)N4CCCCC4)c2=O)C(=O)CC(C)(C)C3)cc1,0.02,1.2,0,3%,-8,1.1,-12,2,-0.51
CN1CCN(S(=O)(=O)c2ccc(N3CCN(S(=O)(=O)/C=C/c4ccccc4)CC3)nc2)CC1,0.62,1.1,6,0%,-5,0.9,15,2,-0.31
O=C(CSc1nc(N2CCCCC2)nc(N2CCCCC2)n1)Nc1nccs1,0.84,1,-1,1%,13,0.9,-5,-20,1.3
O=C(CN1CCCCC1)Nc1nnc(-c2ccccc2)s1,0.44,1.1,5,1%,12,0.9,-9,14,0.59
Cc1noc(C)c1COC(=O)CCCc1nc2ccccc2s1,0.51,1.1,3,5%,1,0.9,5,-16,-0.019
Cc1ccc(-n2ncc3c(NCc4ccco4)ncnc32)c(C)c1,0.31,1.1,15,0%,-24,0.9,16,20,0.72
Fc1ccc(CSc2nnc(-c3cccs3)o2)cc1,0.13,1.2,5,4%,43,0.8,47,25,0.8
COc1ccccc1NC(=O)CN1CCN(S(=O)(=O)c2ccc(Br)cc2)CC1,0.12,1,11,3%,8,0.9,-17,22,0.11
Cn1c(=O)cc(NCc2ccccc2)[nH]c1=O,-0.16,1.1,2,1%,7,1,-9,10,-0.62
Cc1nc(-c2cccc(S(=O)(=O)N3CC(C)OC(C)C3)c2)cs1 (stereo not drawn),-0.32,1,5,6%,-6,0.8,4,0,0.074
O=C(Nc1nc(-c2cccnc2)cs1)c1ccc(S(=O)(=O)N2CCOCC2)cc1,0.26,1.1,2,7%,24,1,10,-20,-0.39
Cc1cccc(NC(=O)CSc2nnc(-c3cc(C)n(-c4ccccc4)c3C)o2)c1C,0.0061,1.1,7,4%,-73,0.9,63*,-63,0.075

# Among those listed so far, 2 have a thiophene ring, fused or not:
SMILES,M1 antagonist,Autofluor 339,E coli RNAP,NADH coupling,SF-1 act,TNAP act mid DEA,tolC growth inh,RORA act,M1 ag
Cc1c(C(=O)N2CCCCC2)sc(N)c1C#N,0.22,1,9,7%,-8,0.9,-9,-16,-0.14
Fc1ccc(CSc2nnc(-c3cccs3)o2)cc1,0.13,1.2,5,4%,43,0.8,47,25,0.8

# Following part
SMILES,M1 antagonist,Autofluor 339,E coli RNAP,NADH coupling,SF-1 act,TNAP act mid DEA,tolC growth inh,RORA act,M1 ag
Cn1c(SCc2c(F)cccc2Cl)nnc1-c1cnccn1,-0.73,1.1,7,4%,40,0.9,-2,63*,0.48
CCCS(=O)(=O)N1CCC(C(=O)NCCN(CC)c2ccccc2)CC1,0.7,1.1,4,1%,-13,1,-2,5,-0.93
COc1cccc(-c2nc(=S)c3c(n2Cc2ccco2)CCCC3)c1,0.27,1,5,10%,4,0.9,11,-7,1.1
CC(C)N(Cc1ccccc1)C(=O)COC(=O)c1ccc2c(c1)OCCO2,-0.33,1.1,9,0%,2,0.9,12,-14,-0.31
CC1CN(C(=O)COC(=O)c2cccs2)CC(C)O1 (stereo not drawn),-0.28,1.1,5,4%,9,.,-11,-6,-0.38
O=C(c1cccs1)N1CCN(Cc2ccncc2)CC1,-0.1,1.1,1,8%,-6,0.9,-9,-12,0.017
O=S(N1CCCCCC1)C12CC3CC(CC(C3)C1)C2 (stereo not drawn),-1.4,1.1,0,2%,2,0.9,25,-18,-0.12
CCOC(=O)Cc1csc(NC(=O)CCS(=O)(=O)Cc2ccccc2)n1,-0.96,1,8,6%,-5,0.9,-12,2,-0.56
Cc1ccc2oc(C(=O)Nc3c(C)n(C)n(-c4ccccc4)c3=O)c(C)c2c1,-0.049,1.1,8,3%,-14,0.8,-8,-4,0.18
O=C(Nc1ccc(Cl)cc1)C(c1ccccc1)N(CCO)CCO (stereo not drawn),0.6,1.1,-9,3%,-2,0.9,-22,-12,0.44
COc1ccc(NS(=O)(=O)c2cccs2)c(OC)c1,0.21,1.1,5,3%,14,1,-6,-8,0.66
O=S(=O)(Nc1cccnc1)c1cccs1,2.4*,1.2,1,8%,2,0.9,7,-9,0.068
O=C(CSc1nnc(-c2cc3ccccc3cc2O)n1Cc1ccco1)c1ccc(F)cc1,-0.045,1.1,-1,8%,3,0.9,48,5,0.57
COCc1cc(C)nc(N)c1C#N,0.45,2,13,1%[fluoresces],12,0.9,-6,3,-0.67
CCOC(=O)c1[nH]c2ccc(OC)cc2c1NC(C)=O,-0.39,3.5*,.,8%[fluoresces],-14,0.9,1,7,0.75
CN1C(=O)c2cccc(N(C)C)c2C1=O,0.18,1.1,7,7%,-8,0.9,-6,1,-0.46
COc1cc(CN2CCN(CCOCCO)CC2)cc(OC)c1OC,-0.15,1.1,9,7%,-5,0.9,1,-7,0.72
Cc1cc(NC(=O)CSc2nnc(CNc3cccc(C(F)(F)F)c3)n2Cc2ccco2)no1,0.55,1.1,3,1%,2,1,-21,0,0.26
Nc1ccc(C(=O)c2ccc3c(c2)OCCO3)cc1N,-0.0057,1.1,.,3%,33,.,10,25,-1
COc1cc(NS(=O)(=O)c2ccc(NC(=O)COc3ccc(C)cc3)cc2)nc(OC)n1,0.058,1.1,5,3%,-6,0.9,12,-19,0.45
O=C(O)c1ccccc1C1=Nc2ccc(O)cc2Oc2cc(O)ccc21,0.38,1.1,7,16%,-12,0.8,-21,0,32*
CCOc1ccc(N(CC(=O)NC(C)CC)S(=O)(=O)c2c(C)noc2C)cc1 (stereo not drawn),0.84,1.1,8,4%,-4,0.9,1,2,0.53
O=C(CN(CCc1ccccc1)C(=O)CNS(=O)(=O)c1ccc(F)cc1)NCC1CCCO1 (stereo not drawn),-2.3*,1.1,6,2%,-10,0.9,-15,15,0.074
CC(=O)NCc1ccc(C(=O)CSc2nnc(-c3ccncc3)n2Cc2ccccc2)o1,0.16,1,8,5%,8,0.9,-10,6,0.94
CCOc1ccc(NC(=O)CN(C)CC(=O)Nc2ccccc2C#N)cc1OCC,0.13,1,4,3%,13,1.1,-1,-2,0.51

# (next part)
SMILES,M1 antagonist,Autofluor 339,E coli RNAP,NADH coupling,SF-1 act,TNAP act mid DEA,tolC growth inh,RORA act,M1 ag
Cc1ccc(N2CCN(c3ccc(C)cc3)C(CC(=O)O)C2=O)cc1 (stereo not drawn),-1.4,1,10,4%,1,0.9,-15,-11,0.47
COc1ccc(N(Cc2cc3cc(OC)ccc3[nH]c2=O)C(=O)c2cccnc2)cc1,-0.0087,2.7*,1,10%,18,0.9,-5,-4,-0.52
Cc1ccc(C(=O)N2Cc3ccccc3CC2C(=O)O)cc1 (stereo not drawn),0.064,1.1,-2,6%,18,1,-9,-4,-0.47
C=CCn1c(C)cc(C(=O)CSc2nnc(Cc3ccccc3)o2)c1C,-0.14,1.1,9,1%,13,0.9,23,3,0.18
CCOC(=O)N1CCN(C2=Nc3cccc4cccc2c34)CC1,-11*,1.4,3,8%,-6,0.9,-8,7,8.5*
COc1ccc(N(CC(=O)Nc2ccc(C)cn2)S(=O)(=O)c2c(C)nn(C)c2C)cc1,0.032,1,7,6%,-3,0.9,0,2,-1.3
Cc1ccc(S(=O)(=O)CC(=O)Nc2ccc(S(=O)(=O)Nc3onc(C)c3C)cc2)cc1,0.024,1.1,5,4%,8,0.9,-5,-14,0.72
CCCCOc1ccc(C(=O)NC)cc1,0.64,1.2,-3,2%,-7,0.9,-6,-10,-0.77
Cc1ccc(C)c(CSc2nnc([C@@H](N)C(C)C)o2)c1,0.32,1.1,5,7%,-14,1,9,-28,-0.77
CCOc1ccc2[nH]c(=O)c(CN(Cc3nnnn3Cc3ccccc3)CC3CCCO3)cc2c1 (stereo not drawn),-1.2,2.2*,10,9%,-10,0.9,-11,10,3*

# Of the compounds above, these contain two or more sulfur atoms.
SMILES,M1 antagonist,Autofluor 339,E coli RNAP,NADH coupling,SF-1 act,TNAP act mid DEA,tolC growth inh,RORA act,M1 ag
OC1CCCCC1Sc1nc2ccccc2s1 (stereo not drawn),0.15,1.1,-4,2%,59*,0.9,9,30,-0.06
CN1CCN(S(=O)(=O)c2ccc(N3CCN(S(=O)(=O)/C=C/c4ccccc4)CC3)nc2)CC1,0.62,1.1,6,0%,-5,0.9,15,2,-0.31
O=C(CSc1nc(N2CCCCC2)nc(N2CCCCC2)n1)Nc1nccs1,0.84,1,-1,1%,13,0.9,-5,-20,1.3
Fc1ccc(CSc2nnc(-c3cccs3)o2)cc1,0.13,1.2,5,4%,43,0.8,47,25,0.8
Cc1nc(-c2cccc(S(=O)(=O)N3CC(C)OC(C)C3)c2)cs1 (stereo not drawn),-0.32,1,5,6%,-6,0.8,4,0,0.074
O=C(Nc1nc(-c2cccnc2)cs1)c1ccc(S(=O)(=O)N2CCOCC2)cc1,0.26,1.1,2,7%,24,1,10,-20,-0.39
CCOC(=O)Cc1csc(NC(=O)CCS(=O)(=O)Cc2ccccc2)n1,-0.96,1,8,6%,-5,0.9,-12,2,-0.56
COc1ccc(NS(=O)(=O)c2cccs2)c(OC)c1,0.21,1.1,5,3%,14,1,-6,-8,0.66
O=S(=O)(Nc1cccnc1)c1cccs1,2.4*,1.2,1,8%,2,0.9,7,-9,0.068
Cc1ccc(S(=O)(=O)CC(=O)Nc2ccc(S(=O)(=O)Nc3onc(C)c3C)cc2)cc1,0.024,1.1,5,4%,8,0.9,-5,-14,0.72

# Assay outcomes (PubChem BioAssay)

# Rows were taken by chance. Share with any hit: about 15%.
